PGC1a acetyl inh: PGC1a acetylation modulation, inhibitor mode. U2OS PGC1a acetylation, AlphaScreen anti-acetyl-lysine; with virally co-expressed GCN5 acetyltransferase. inhibition, % at 15.6 µM. 350,000 tested, 0.17% active;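 active means every replicate shows inhibition of at least 40%; inconclusive means mean inhibition at least 40% but some replicate below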;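 further: 0% = neutral control wells and 100% = positive control wells; some results beyond the cut were filed as inactive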
C2C12 statin: protects C2C12 myotubes from simvastatin toxicity; ATP luminescence, 48 h; scaled: DMSO 0, geranylgeraniol control 100; rescue of ATP level, % at 7.49 µM; 330,000 tested, 0.78% active; AID 602340;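 active means mean ATP rescue above about 67%, or every replicate alone reaching that limit, limit read from the data, passing the limit was not always enough; inconclusive means no clear call, values can overlap the other calls; inactive means mean under the limit and some replicate under it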;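 further: myotubes were challenged with 10 µM simvastatin during compound exposure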
ERAP1 HTS inh: ERAP1 (human) enzyme inhibition. 340,000 tested, 0.15% active. inhibition, % at 10.7 µM. recombinant ERAP1, Leu-AMC fluorescence, 60 min. Q9NZ08;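 active means mean replicate inhibition of at least 30%, or all replicates individually reaching that 30% level; inactive means mean below 30% and not every replicate reaching it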;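 further: 0% = neutral control wells and 100% = L-leucinethiol positive control wells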
Xi reactivation: X-chromosome reactivation activator; XiGFP mouse fibroblasts, % GFP-positive cells imaging, 3 d; cells co-treated with 5-aza-dC sensitizer; scaled so ellipticine positive control = 100%; activation, % at 7.58 µM; 360,000 tested, 0.055% active;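 active means mean normalized replicate activation at least 10% and every replicate at or above 10%; inconclusive means only one of the two criteria met; inactive means mean below 10% and not all replicates reach 10%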;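 further: 0% = median of on-plate neutral control wells and 100% = ellipticine 6 µM median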
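material = 68-5-11 XiGFP fibroblast line | medium = DMEM plus 5-aza-dC sensitizer | schedule = 3 days compound exposure | benchmarks = positive control ellipticine, 6 µM final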
Cneo AK release: causes C. neoformans cell lysis. adenylate kinase release luminescence, 4 h; normalised: neutral wells 0, clomiphene wells 100. lysis activity, % at 15 µM. 360,000 tested, 0.2% active. AID 651654;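 active means mean lysis activity across replicates of at least 80%, whatever share of replicates individually reach that level; inactive means mean lysis activity below 80%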
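Material: C. neoformans cells | Amount: Yeast cell density of 5 × 10^6 cells/mL | Medium: Fresh YPD growth medium | Dosing: Single dose | Times: Static 4 h at 37 °C with compound, 1 h detection | Detection: AK luminescence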
LGR2 inh: blocks bursicon-induced cAMP signaling via Drosophila LGR2. HEK293 LGR2, CRE-luciferase, bursicon-stimulated, 4 h. inhibition, % at 9.99 µM. 380,000 tested, 0.35% active. AID 720647;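 active means drop in luminescence signal, shown as inhibition above about 50% in the replicate tests, limit read from the data, passing the limit was not always enough; inconclusive means probably only some replicates passing the limit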;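 further: agonist challenge used bursicon conditioned medium at about half maximal strength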
S100A4 inh HTS: inhibitors of human S100A4 binding to myosin IIA peptide | 360,000 tested, 0.14% active | P26447 | inhibition, % at 10.7 µM | S100A4/TAMRA-MyoIIA peptide fluorescence polarization;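 active means mean inhibition of at least 70% across replicates, with every replicate also reaching that level; inconclusive means mean inhibition reaches 70% but some replicates fall short; inactive means mean inhibition below 70%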
Target sequence (P26447 whole entry, looked up): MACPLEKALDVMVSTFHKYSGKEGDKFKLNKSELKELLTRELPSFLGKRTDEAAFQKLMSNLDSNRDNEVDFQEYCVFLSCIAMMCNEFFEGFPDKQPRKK
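Material: S100A4 monomer (human). Medium: Calcium-containing HEPES buffer, pH 7.2. Probe or stimulus: labelled myosin peptide probe, 5 nM. Compound dosing: one concentration per compound. Timing: polarization read 5 min after assay mix addition, stable 5–60 min. Benchmarks: DMSO as neutral control, TFP as positive control.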
SIRT5 inh: inhibitors of human sirtuin-5 desuccinylase | Q9NXA8 | Purified SirT5, succinyl-peptide AMC, trypsin-coupled fluorescence | inhibition, % at 15 µM | 330,000 tested, 1.1% active | AID 652115; in the data active means inhibition above about 15%; inconclusive means no clear call, values can overlap the other calls
Target sequence (Q9NXA8 whole entry, looked up): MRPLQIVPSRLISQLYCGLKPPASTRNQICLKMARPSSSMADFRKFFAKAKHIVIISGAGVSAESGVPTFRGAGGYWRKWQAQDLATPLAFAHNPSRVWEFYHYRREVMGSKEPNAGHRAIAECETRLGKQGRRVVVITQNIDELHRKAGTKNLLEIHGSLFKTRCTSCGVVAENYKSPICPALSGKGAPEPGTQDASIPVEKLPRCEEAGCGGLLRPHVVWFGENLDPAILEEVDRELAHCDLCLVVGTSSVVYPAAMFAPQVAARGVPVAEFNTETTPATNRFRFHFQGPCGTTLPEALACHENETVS
An asterisk follows results filed as active; ? = inconclusive; nt = no result given.

SMILES	PGC1a acetyl inh	C2C12 statin	ERAP1 HTS inh	Xi reactivation	Cneo AK release	LGR2 inh	S100A4 inh HTS	SIRT5 inh
O=C(Nc1ccc2c(c1)OCO2)N[C@@H]1CC[C@H](CC(=O)N2CCN(c3ccccc3)CC2)O[C@H]1CO	-7	9	0	0.0	-3	6	-1	0
C/C(=N\S(=O)(=O)c1ccc(C)cc1)NC(=S)Nc1ccc(C)cc1	-10	-13	3	0.1	5	-21	-3	-5
COC(=O)Cn1c(=O)c2c(nc3n2CC(C)CN3CCc2ccccc2)n(C)c1=O (stereo not drawn)	18	-7	0	0.0	0	5	9	4
CCC(=O)NCc1cc(-c2nn(C)c(=O)c3ccccc23)ccc1OC	-9	nt	-1	0.2	nt	-2	-1	2
Cc1cccc(NC(=O)N2CCCCCC2)c1C	4	4	3	0.1	0	-4	-3	2
C[C@H]1CN([C@@H](C)CO)C(=O)c2cc(N(C)C)ccc2O[C@@H]1CN(C)C(=O)Nc1ccc2c(c1)OCO2	-2	9	-6	0.8	5	10	9	3
N/C(=N\OC(=O)/C=C/c1ccccc1)c1cccnc1	nt	nt	-2	0.2	nt	-28	1	-2
COc1ccc(C2C(C#N)=C(N)Oc3c2oc(CO)cc3=O)cc1 (stereo not drawn)	1	9	-5	-0.1	-3	10	1	-5
O=C(C[C@H]1CC[C@H](NS(=O)(=O)c2ccccc2)[C@@H](CO)O1)N1CCN(c2ccccc2)CC1	nt	nt	0	0.5	nt	4	-4	-1
CC(=O)N(C)C[C@@H]1Oc2ncc(-c3cccnc3)cc2C(=O)N([C@H](C)CO)C[C@@H]1C	9	1	0	-0.3	-7	10	11	-2
NC(=O)c1ccc(-n2nnnc2SCC(=O)Nc2ccccc2F)cc1	3	-8	0	0.2	-5	-4	-3	-2
COc1ccccc1NC(=O)C(=O)NCCCN1CCCC1=O	nt	nt	3	0.0	nt	-13	-2	1
CC(=O)c1cccc(NC(=O)c2ccccc2OCc2ccc(F)cc2)c1	-1	-9	-2	0.5	0	-22	1	-7
O=C1OCC(c2ccc(Cl)s2)=C1c1ccccc1[N+](=O)[O-]	12	7	-1	0.0	0	5	-3	1
Cc1noc(C)c1S(=O)(=O)Nc1ccc2c(c1)CC(=O)N([C@H](C)CO)C[C@H](C)[C@H](CN(C)Cc1ccc(Oc3ccccc3)cc1)O2	2	8	nt	0.2	-1	25	nt	nt
CCOc1cc2c(Cl)ncnc2c(OCC)c1OCC	nt	9	-3	0.0	-2	8	0	-4
CC[C@@H]1C(=O)[C@H](Cc2ccccc2)[C@H]2CCCC(=O)N3CC[C@@H]1[C@@H]23	1	8	-4	-0.3	1	4	-8	-3
Cc1ccccc1/C=N/n1c(-c2cc(-c3ccccc3)n[nH]2)n[nH]c1=S	-4	22	11	-0.1	nt	-15	-4	-2
CCOc1ccc(CC(C(N)=O)C(N)=O)cc1CN(C)C	-1	-9	nt	nt	0	-39	nt	nt
CCCNC(=O)C1(C)CCCN(C(=O)c2cc3ccccc3s2)C1 (stereo not drawn)	nt	1	7	0.0	8	6	9	-5
COc1cccc(CN2CC3(CN(C(=O)Nc4c(C)noc4C)C3)c3c([nH]c4cc(OC)ccc34)[C@H]2CO)c1	nt	nt	-2	0.4	nt	4	14	2
C[C@H]1CCCCO[C@H](CN(C)C(=O)NC2CCCCC2)[C@@H](C)CN([C@@H](C)CO)C(=O)c2cc(NC(=O)NC3CCCCC3)ccc2O1	6	nt	0	0.0	-11	0	2	6
O=[N+]([O-])c1ccc(S(=O)(=O)NCCc2cn3ccccc3n2)cc1	-19	1	5	0.2	-5	-13	-2	-8
COc1cc(NC(=O)CCCNC(=O)c2ccc(Cl)cc2)cc(OC)c1	0	-8	0	0.0	5	0	-4	-3
CCC1(c2ccc(F)cc2)NC(=O)N(CC(=O)Nc2cccc(S(=O)(=O)N3CCCC3)c2)C1=O (stereo not drawn)	nt	12	0	0.0	-3	6	-2	-2
Cc1ccc2[nH]cc(CCNS(=O)(=O)c3ccc(F)cc3)c2c1	5	-9	-5	0.0	-2	-1	0	1
C[C@H](CO)N1C[C@H](C)[C@H](CN(C)C(=O)NC2CCCCC2)Oc2ccc(NC(=O)Cc3ccccc3)cc2CC1=O	2	12	-7	0.3	-17	-30	1	9
Cc1cc(C(=O)NCCCN2CC(C)CC(C)C2)n(-c2ccccc2)n1 (stereo not drawn)	-10	-5	-1	0.2	1	4	-2	nt
CCOC(=O)CCCc1c[nH]c2ccccc12	-7	10	nt	nt	-2	-4	nt	nt
C[C@H](CO)N1C[C@H](C)[C@H](CN(C)C)Oc2ccc(NC(=O)c3ccncc3)cc2CC1=O	3	17	1	0.4	-1	-12	4	5
COc1ccc(Cc2c(C(C)(C)C)nc3ccc(Cl)cn23)c(C)c1	-6	0	0	-0.2	-1	-9	-6	-1
Cc1c(NC(=O)C(C)OC(=O)c2ccc(Br)o2)c(=O)n(-c2ccccc2)n1C (stereo not drawn)	-5	nt	1	-0.1	nt	8	-9	-1
Cc1cc(C)cc(N)c1	11	5	-2	nt	-3	-4	-1	nt
O=C(CCn1c(=S)oc2ccccc21)Nc1ccc2c(c1)OCCO2	-7	-21	nt	nt	-1	-1	nt	nt
CCCNC(=O)COC(=O)c1c2c(nc3ccccc13)CCC2	nt	22	-4	0.1	-8	-15	7	-4
COc1ccc(NC(=O)N2C[C@H](O)COC[C@H]3O[C@@H](CC(=O)N4CCN(C)CC4)CC[C@@H]32)cc1	-5	-3	-1	0.3	-2	15	-4	-1
CCCC(=O)Nc1ccc2c(c1)C(=O)N(C)[C@H]1CC[C@H](CC(=O)NCc3ccccc3Cl)O[C@@H]1CO2	-6	5	-2	0.0	0	1	-39	-1
CCCCCc1n[nH]c2c1CCCC2	30	-4	nt	0.1	2	6	-14	-8
O=C(O)c1ccc(/C=N/Nc2ccc(F)cc2F)cc1	nt	2	-4	0.5	4	-51	-1	1
CO[C@@H]1CN(C)C(=O)c2ccc(NC(=O)Nc3cc(F)ccc3F)cc2OC[C@H](C)N(C(=O)c2ccccn2)C[C@@H]1C	4	8	1	0.3	2	-13	12	nt

Exported as a markdown table: part of the list above.
| canonical_smiles | PGC1a acetyl inh | C2C12 statin | ERAP1 HTS inh | Xi reactivation | Cneo AK release | LGR2 inh | S100A4 inh HTS | SIRT5 inh |
| --- | --- | --- | --- | --- | --- | --- | --- | --- |
| O=C(O)c1ccc(/C=N/Nc2ccc(F)cc2F)cc1 | nt | 2 | -4 | 0.5 | 4 | -51 | -1 | 1 |
| CO[C@@H]1CN(C)C(=O)c2ccc(NC(=O)Nc3cc(F)ccc3F)cc2OC[C@H](C)N(C(=O)c2ccccn2)C[C@@H]1C | 4 | 8 | 1 | 0.3 | 2 | -13 | 12 | nt |

Sorted by formula weight (lowest first): part of the list above
SMILES	PGC1a acetyl inh	C2C12 statin	ERAP1 HTS inh	Xi reactivation	Cneo AK release	LGR2 inh	S100A4 inh HTS	SIRT5 inh
Cc1cc(C)cc(N)c1	11	5	-2	nt	-3	-4	-1	nt
O=C(O)c1ccc(/C=N/Nc2ccc(F)cc2F)cc1	nt	2	-4	0.5	4	-51	-1	1
COc1ccc(Cc2c(C(C)(C)C)nc3ccc(Cl)cn23)c(C)c1	-6	0	0	-0.2	-1	-9	-6	-1
CCCC(=O)Nc1ccc2c(c1)C(=O)N(C)[C@H]1CC[C@H](CC(=O)NCc3ccccc3Cl)O[C@@H]1CO2	-6	5	-2	0.0	0	1	-39	-1
CO[C@@H]1CN(C)C(=O)c2ccc(NC(=O)Nc3cc(F)ccc3F)cc2OC[C@H](C)N(C(=O)c2ccccn2)C[C@@H]1C	4	8	1	0.3	2	-13	12	nt

(next part)
SMILES	PGC1a acetyl inh	C2C12 statin	ERAP1 HTS inh	Xi reactivation	Cneo AK release	LGR2 inh	S100A4 inh HTS	SIRT5 inh
CC(C)NC(=O)N(C)C[C@H]1Oc2ccc(NC(=O)Nc3ccc(C(F)(F)F)cc3)cc2C(=O)N([C@@H](C)CO)C[C@H]1C	-8	11	3	-0.8	43	-7	0	nt
CN(C)C(=O)N1CCCC(C(=O)NCc2ccccc2)C1 (stereo not drawn)	1	4	nt	nt	4	9	nt	nt
CC(C)NC(=O)Nc1ccc2c(c1)C(=O)N([C@H](C)CO)C[C@H](C)[C@H](CN(C)Cc1ccc(C(=O)O)cc1)OCCCC[C@@H](C)O2	-17	nt	-2	0.1	-1	10	-2	7
Cc1nc2n(c(=O)c1CCN1CCC(c3noc4cc(F)ccc34)CC1)CCCC2	-7	-7	-6	0.2	-1	-32	-1	2
COc1ccc(NC(=O)c2cc([N+](=O)[O-])ccc2NC(=O)CNC2CCCCC2C)c(OC)c1 (stereo not drawn)	nt	28	-1	0.3	-1	-16	-1	-1
COc1ccc(-c2csc(NC(=S)NC(=O)/C=C/c3ccco3)n2)cc1Br	4	-48	nt	0.0	0	nt	-3	5
COc1ccc(C(=O)NNC(=O)C(=O)Nc2cccc3ccccc23)cc1	nt	26	-5	0.3	3	8	-1	-2
COc1cccc(CN(CC(=O)NCc2ccccc2)S(=O)(=O)CCl)c1	nt	-5	0	0.5	1	-17	-3	nt
Cc1nc(N2CCc3ccccc3C2)[nH]c(=O)c1Cc1ccccc1	12	-9	1	0.0	nt	-33	-1	-5
Cc1oc(/N=C/c2ccc(Cl)cc2Cl)c(C#N)c1C	5	-16	nt	nt	-3	16	nt	nt
Cc1ccc(NC(=O)[C@@]2(CC(=O)O)CC(/C=C/c3ccccc3)=NO2)c(C)c1	nt	2	2	0.0	-1	7	-14	-1
CCCN1CCN(C(=O)C2CCN(c3nnc(C)c4c(C)n(-c5ccc(C)cc5)nc34)CC2)CC1	-12	7	-5	?	-18	6	-62	-2

This is a subset; count on the stated rates, not on these rows.
